GSK3A inh: blockers of GSK3A enzyme activity – biochemical, luminescence, cell-free homogeneous, HTS, primary screen; Glycogen synthase kinase-3 alpha (Homo sapiens), P49840; GSK-3 alpha kinase, ADP-Glo luminescence, 60 min; inhibition, % at 10 µM; 0.1% of 320,000 active; AID 2650, 2010;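 in the data active = inhibition above about 50%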;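 note: GST-tagged GSK-3 alpha with peptide substrate and 25 µM ATP; 0% = DMSO neutral wells and 100% = GW8510 positive control wells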
Target sequence (P49840 whole entry, looked up): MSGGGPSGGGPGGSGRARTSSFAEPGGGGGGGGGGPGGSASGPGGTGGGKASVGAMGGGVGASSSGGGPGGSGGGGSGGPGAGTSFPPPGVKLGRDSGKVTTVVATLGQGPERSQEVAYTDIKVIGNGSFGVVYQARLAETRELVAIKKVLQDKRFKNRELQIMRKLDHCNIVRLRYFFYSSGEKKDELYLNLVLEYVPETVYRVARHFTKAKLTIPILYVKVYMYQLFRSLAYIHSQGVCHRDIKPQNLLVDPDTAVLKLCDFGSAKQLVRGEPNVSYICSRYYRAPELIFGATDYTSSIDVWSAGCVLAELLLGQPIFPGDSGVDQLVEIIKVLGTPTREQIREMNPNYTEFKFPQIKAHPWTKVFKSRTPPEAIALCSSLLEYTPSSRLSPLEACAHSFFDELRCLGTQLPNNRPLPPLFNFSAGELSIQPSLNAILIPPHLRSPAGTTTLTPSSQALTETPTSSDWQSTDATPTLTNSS
aSyn 5UTR inh: MLPCN primary screen, SNCA 5' untranslated region. alpha-synuclein 5'UTR reporter, inhibitor activity. inhibition, % (tested at 7.5 µM). 0.82% of 300,000 active. AID 1813, 2009; in the data active = inhibition above about 60%; inconclusive = no clear call, values can overlap the other calls;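 note: H4 neuroglioblastoma cells stably carrying SNCA 5'UTR luciferase fusion; 0% = DMSO wells and 100% = positive control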
HSF-1 act: HSF-1 activators, primary screen, NIH3T3-HGL cells, MG132 stress, luminescence, single point; NIH3T3-HGL HSF-1 luciferase reporter, 8 h; 100% = twice DMSO control signal; activation, % at 9 µM; 1.7% of 300,000 active; AID 504408, 2011;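 active = mean replicate activation of at least 50% with a set share of replicates each reaching 50%; inconclusive = only one of those two conditions met; inactive = mean below 50% and too few replicates reaching it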;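 note: 0% = median of the neutral control wells and 100% = twice that signal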
GSK3B inh: human GSK3beta kinase inhibitors, primary screen, biochemical, cell-free homogeneous, HTS. 0.038% of 300,000 active. activity score (negative = inhibition), % at 10 µM. Glycogen synthase kinase-3 beta (Homo sapiens), P49841. GST-GSK3beta kinase, ADP-Glo luminescence, 60 min; active compounds read low. AID 2097, 2009;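 active = more than half of replicate wells score below -50%, meaning over 50% inhibition versus plate controls; inconclusive = some replicates but at most half score below -50%; inactive = no replicate scores below -50%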;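 note: 0% = median DMSO wells and -100% = median GW8510 positive control wells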
Target sequence (P49841 whole entry, looked up): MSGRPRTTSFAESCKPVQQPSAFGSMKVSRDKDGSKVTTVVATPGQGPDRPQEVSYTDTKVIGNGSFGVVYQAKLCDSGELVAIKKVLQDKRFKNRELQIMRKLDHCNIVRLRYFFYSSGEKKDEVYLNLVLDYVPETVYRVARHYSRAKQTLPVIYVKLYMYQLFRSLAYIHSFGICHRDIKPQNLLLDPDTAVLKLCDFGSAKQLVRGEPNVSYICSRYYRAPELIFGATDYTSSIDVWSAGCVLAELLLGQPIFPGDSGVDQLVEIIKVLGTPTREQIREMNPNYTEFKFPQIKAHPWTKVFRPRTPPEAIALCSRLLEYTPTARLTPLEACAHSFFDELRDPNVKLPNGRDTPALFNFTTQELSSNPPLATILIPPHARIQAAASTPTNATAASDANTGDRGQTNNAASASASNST
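Assay system: GST-tagged human GSK3beta kinase, cell-free; Input: 1.6 ng GSK3beta; Medium: Tris/MgCl2 kinase buffer; Timing: 60 min enzyme reaction, room temperature; Signal: ADP-Glo luminescence quantifying ADP generated by kinase; Evaluation: score relative to plate controls; Benchmarks: DMSO neutral wells and GW8510 at 20 µM as positive.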
Platelet DG rel: inhibitors of platelet dense granule secretion, primary screen, cell-based, MLPCN, human platelets; human platelet-rich plasma, SFLLRN dense granule ATP release, luminescence; inhibition, %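 (compounds screened at 7.5 µM in platelet-rich plasma)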; 0.22% of 300,000 active;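 active = mean replicate score, as percent of positive control, at or above 50; inconclusive = mean below 50 but at least one replicate at or above 50; inactive = mean and every replicate below 50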
DYRK1A inh: rat Dyrk1A kinase inhibitors, primary screen, biochemical, single point, plate reader; ADP-Glo luminescence, NFATc1 peptide; inhibition, % at 12.5 µM; 0.43% of 310,000 active; in the data active = inhibition above about 50%;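 note: plate controls were vehicle with enzyme for no effect and no enzyme for full effect; many of its hits are not listed in these tables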
HSP90 inh: HSP90 inhibitors, primary screen, cell lysate, luminescence. Heat shock protein HSP 90 (rabbit reticulocyte lysate; luciferase refolding). Rabbit reticulocyte lysate, luciferase refolding luminescence, 3 h. inhibition, % at 5.6 µM. 0.91% of 290,000 active. AID 1789, 2009;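 active = inhibition above the screen-wide mean plus 3 SD, computed separately per campaign, cut at about 16% in these data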;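 note: 0% = DMSO wells and 100% = 60 µM geldanamycin wells; inhibitors lower the luminescence because luciferase stays unfolded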
KLF5 inh: KLF5 expression inhibitors, primary screen, DLD-1 cells, luminescence. 0.23% of 290,000 active. AID 1700, 2009. inhibition, % at 5 µM. DLD-1 KLF5 promoter-luciferase reporter;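 active = inhibition above a per-plate limit of that plate's mean compound inhibition plus 3 SD, cut at about 60% in these data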;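 note: 0% = DMSO wells and 100% = LY294002 at 200 µM; higher means less KLF5 promoter-driven luciferase light; inactives centre near -14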
IEC-6 cytotox: cytotoxicity in IEC-6 intestinal epithelial cells, primary screen, cytotoxicity control for KLF5 inhibitor project, cell-based, luminescence. AID 1825, 2009. 0.78% of 290,000 active. inhibition, % at 5 µM. IEC-6 cytotoxicity, luminescence viability; in the data active = inhibition above about 22%;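 note: 0% = plate median of test compound wells and 100% = cytotoxic reference compound wells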
HSF1 inh: HSF1 inhibitors in luciferase reporter cells, primary screen, cell-based, NIH3T3, luminescence | activity change, negative = inhibition, % at 7.5 µM (by protocol) | 0.77% of 300,000 active | NIH3T3-HGL HSE-luciferase, MG132-induced, luminescence 8 h; active compounds read low | AID 2098, 2009;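 active = more than half of replicate wells show activity change below -50%, luminescence cut by over half; inconclusive = some wells, but at most half, below -50%; inactive = no replicate well below -50%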;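 note: luciferase reports HSF-1 transcriptional activity via heat shock element; 0% = median of DMSO wells and -100% = zero luminescence signal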
* = called active by the depositor; u = inconclusive; x = no result given. Some of the compounds tested; the hit share may differ from the screen's.

SMILES	GSK3A inh	aSyn 5UTR inh	HSF-1 act	GSK3B inh	Platelet DG rel	DYRK1A inh	HSP90 inh	KLF5 inh	IEC-6 cytotox	HSF1 inh
CCC(=O)Nc1c(-c2ccc(C)cc2)nc2ccc(C)cn12	-9	-1	6	0	3	1	0	7	5	-3
CC(C)c1cc(C(=O)N/N=C/c2ccoc2)cs1	0	-28	4	-3	0	-5	2	-57	1	-1
Cn1c(=O)c2c(-c3ccccc3)n(Cc3ccccn3)cc2n(C)c1=O	0	-11	-14	3	7	8	0	-18	0	-1
CCOC(=O)N1CCN(c2cc(N3CCN(CC)CC3)c(F)cc2[N+](=O)[O-])CC1C (stereo not drawn)	x	13	-8	-4	-3	4	-2	-2	4	0
CCCC1CC(C(=O)Nc2ccccc2)C(=O)O1 (stereo not drawn)	0	-20	7	2	1	4	x	x	x	-2
N#Cc1ccccc1CSc1nc(N2CCCCC2)nc(N2CCCCC2)n1	0	36	1	0	-10	-7	-1	4	0	-2
O=C(NCCCNC(=O)c1cnccn1)c1cccc(F)c1	-2	6	5	1	-2	-2	1	-8	1	-4
CCc1cc(-c2nnc(SCC(=O)NC3CC3)n2C)cs1	5	-4	12	-2	0	-2	1	-4	8	6
c1ccc(-c2ccc(C3=Nn4c(nnc4-c4cc(-c5ccccc5)n[nH]4)SC3)cc2)cc1	x	-38	14	-3	-2	-7	-1	-16	-4	-3
CCC(C)(C)NC(=O)C(c1ccccc1F)N(C(=O)c1ccn[nH]1)c1ccccc1 (stereo not drawn)	-1	10	7	0	-5	0	4	-40	0	4
COc1cccc(CN2CCc3[nH]c(=S)[nH]c(=O)c3C2)c1	1	8	44	0	3	2	2	-32	3	20
Cc1ccc(NC(=O)C(C)OC(=O)Cc2c[nH]c3ccccc23)cc1S(=O)(=O)N1CCOCC1 (stereo not drawn)	8	10	13	2	-7	x	x	x	x	5
Cc1noc(C)c1COc1cccc(C(=O)N2CCc3ccccc32)c1	-5	46	39	3	-14	x	-3	10	-6	13
Nc1cc(N)cc(C(=O)Nc2ccc3c(c2)C(=O)NC3=O)c1	-4	-18	-15	-4	6	3	4	-6	3	2
O=c1c(C(c2ccc(F)cc2)c2c(O)nc3n(c2=O)CCS3)c(O)nc2n1CCS2	-1	12	-13	-1	-1	x	0	-8	-5	-1
COc1ccc(C2C(C(=O)N3CCN(c4ccccn4)CC3)CCC(=O)N2c2ccc(OC)cc2)cc1 (stereo not drawn)	0	-3	0	1	1	16	-2	-3	-5	1
Cc1ccccc1-n1ccnc1SCC(=O)NCc1ccco1	-3	-16	-12	4	-2	x	-4	-14	-10	-7
CC1=C(C(=O)OCC(C)C)C2(O)C(=O)c3ccccc3C2(O)N1 (stereo not drawn)	0	8	16	4	13	2	2	-25	3	7
CSc1nccc(N/N=C/c2ccccc2)n1	0	-158	72*	1	3	7	1	-183	5	46
CCNC(=O)NC(=O)C(C)OC(=O)Cc1coc2cc3c(cc12)CCC3 (stereo not drawn)	-2	8	x	-1	-3	-3	2	10	-2	x
Cc1nc(NCCc2ccc(S(N)(=O)=O)cc2)c2c3c(sc2n1)CCC3	0	-116	12	1	-6	12	0	-1	5	0
CN(C)c1ccc(/C=N/Nc2ccc(-n3ccnc3)nn2)cc1	0	-2	-54	-1	8	23	3	-14	1	u
CCC1CCCCN1CCCNC(=O)CC1Oc2ccccc2NC1=O (stereo not drawn)	-2	-75	2	2	2	2	1	-31	2	-2
O=C(N/N=C\c1cc(Cl)ccc1O)c1ccc(S(=O)(=O)N2CCCCC2)cc1	0	113*	7	-2	8	-8	1	9	2	1
Cc1cc(C)cc(N2CC(O)=C(c3nc4ccccc4c(=O)[nH]3)C2=N)c1	2	-48	-1	3	3	-8	-1	-3	4	-2
Cc1ccccc1NC(=S)Nc1cccc2cnccc12	0	23	26	5	0	41	73*	6	44*	12
Cc1cc(C(=O)N/N=C/c2ccccc2)c(C)o1	0	-70	8	-2	4	-2	-1	-43	12	6
CC1(CC(=O)N/N=C/c2cc3c(cc2Br)OCO3)OCCO1	5	14	-6	-9	-11	0	-3	7	6	-4
CN1CCN(C(=O)COCc2cc(-c3ccc4c(c3)OCO4)on2)CC1	1	-19	24	1	4	1	-2	-8	-4	2
CC(C)c1nc2c([nH]1)c(=O)n(C)c(=O)n2C	4	-13	4	-1	-3	-1	5	-1	0	-5
CCOC(=O)c1c(C)[nH]c(C)c1C(=O)COC(=O)c1cc2ccccc2cc1O	0	3	0	-1	8	2	-5	-28	-2	-1
CCCC(C)NC(=O)c1ccc(OCc2ccc(Cl)cc2)c(OC)c1 (stereo not drawn)	1	-40	19	-1	0	1	3	-6	5	10
O=C(NCCCN1CCCC1=O)c1ccc(S(=O)(=O)Nc2ccccc2F)cc1	-1	-6	14	-3	25	3	x	x	x	1
CCOC(=O)N1CCN(CCC(=O)Nc2cc([N+](=O)[O-])ccc2OC)CC1	-1	21	-19	4	11	1	2	-23	-1	-1
Cc1cc(SCC(=O)OCC(=O)NCC2CCCO2)c(C)cc1Br (stereo not drawn)	-1	12	-6	0	0	1	1	-31	1	-3
COc1ccc(C(C)(C)C)cc1NC(=O)C1CC=CCC1C(=O)O (stereo not drawn)	-5	-18	-21	7	2	-4	-1	-36	8	-3
O=C(COC(=O)C1CCN(S(=O)(=O)c2cccs2)CC1)c1ccc2c(c1)OCCO2	-1	-28	5	4	5	1	1	0	-3	-4
COc1ccc(/C=N/NC(=O)c2ccco2)cc1OCc1ccccc1	4	10	0	-1	-3	x	-6	-13	-9	8
COC(=O)c1cc(Br)c(=O)n(CCN2CCCCC2)c1	1	-6	-3	-3	6	6	3	-17	0	-5
O=C(COC(=O)Cn1cnc2ccccc2c1=O)NCC12CC3CC(CC(C3)C1)C2	-1	-7	0	1	-5	-2	1	-4	-4	-11
Nc1nonc1-n1nnc(C(=O)N/N=C/c2ccc(Br)cc2)c1-c1ccc2c(c1)OCO2	0	10	23	2	7	-6	3	-21	-2	7
Cc1nc(-c2ccc(F)cc2)c(CC(=O)N2CCN(S(=O)(=O)c3cccc(Cl)c3)CC2)s1	-2	20	-2	-1	-6	5	x	x	x	3
COc1cc2nc3occc3c(OC)c2cc1OC	-1	0	-2	0	2	0	-1	-28	-5	8
O=C1c2ccccc2C(=O)N1CCCCSc1nnnn1-c1ccccc1	0	5	53*	2	-2	12	-1	-10	-3	19
Cn1c2ccccc2c2ncn(Cc3ccc(F)cc3)c(=O)c21	2	29	6	2	-12	-1	6	10	6	-3
CCN(CC)C(=O)c1c([N+](=O)[O-])c(C(C)(C)C)nn1C	3	9	-5	-1	-95	-6	2	-9	-5	-12
COc1ccc(-c2nc3nc(N)nn3cc2C)cc1F	-4	6	-4	0	-20	x	0	-4	1	0
NC(=O)c1ccc(NC(=O)COC(=O)CCC(=O)c2ccc(Cl)cc2)cc1	-1	5	3	1	1	5	0	-8	2	-2
CC(C)NC(=O)C1(O)c2ccccc2NC(=O)N1c1ccc(Cl)c(Cl)c1 (stereo not drawn)	-2	21	-11	-1	-1	-3	2	-12	2	0
Cc1ccc(C2=NN(CC(=O)NCCN(CC(C)C)CC(C)C)C(=O)CC2)cc1	2	30	29	0	-8	-2	3	-15	1	-6
CC(=O)c1ccc(NC(=O)C2(c3ccccc3)CC2(Cl)Cl)cc1 (stereo not drawn)	-1	x	x	-2	x	x	0	-48	-5	x
COc1ccccc1C(=O)NC(CCSC)C(=O)NCc1ccccn1 (stereo not drawn)	-1	6	-9	-3	9	-1	x	x	x	0
O=S(=O)(c1ccccc1)N1CCn2c(nc3ccccc32)C1	-2	-6	-5	0	8	-1	0	-9	2	1
CCOc1ccc(N2C(=O)c3cccnc3C2=O)cc1	2	15	-14	-2	-2	-3	4	-3	8	-11
O=C(O)CCC(=O)N1CCN(S(=O)(=O)c2ccc3ccccc3c2)CC1	-2	2	9	-3	13	-7	1	-2	-3	-3
CCc1cccc(NS(=O)(=O)c2c(C)nc3scc(C)n3c2=O)c1	-2	-5	9	0	3	-1	-5	2	4	5
Cc1cc(C)nc(NS(=O)(=O)c2ccc(NC(=O)c3ccccc3C)cc2)n1	0	8	4	2	0	x	-4	-23	5	2
O=C(Nc1ccc(Cl)cn1)Nc1ccccc1F	-2	-153	36	-3	0	1	-4	-20	1	20
Cc1ccccc1S(=O)(=O)Cc1ccc(C(=O)NC2CCCCC2)o1	-2	-1	-18	1	-7	-5	0	-18	2	3
O=C(CSc1nc2ccccc2[nH]1)Nc1ccccc1N1CCOCC1	1	7	-4	0	-4	6	0	18	-7	1

Going on with the list:
SMILES	GSK3A inh	aSyn 5UTR inh	HSF-1 act	GSK3B inh	Platelet DG rel	DYRK1A inh	HSP90 inh	KLF5 inh	IEC-6 cytotox	HSF1 inh
O=C(/C=C/c1ccc(OC(F)F)cc1)OCC(=O)N1CCc2ccccc21	0	2	-6	1	6	-10	x	x	x	-4
Cc1cccc(NC(=S)N(CCN(C)C)Cc2cccs2)c1	-3	15	20	1	3	-1	2	-16	-1	-1
CCCN1C2CCCC1CC(NC(=O)c1ccccc1)C2 (stereo not drawn)	0	3	-1	2	0	6	3	-53	-3	-4
CCCc1nc(N)nc2c1C(=O)CC(C)(C)C2	2	13	-9	1	-17	-1	5	-23	1	-12
O=C(Nc1cccc(S(=O)(=O)N2CCCC2)c1)c1cc(S(=O)(=O)N2CCOCC2)ccc1F	-1	14	14	-1	-5	-1	x	x	x	-1
CCOC(=O)c1ccc(NC(=O)C(C)NS(=O)(=O)c2ccc(OC)cc2)cc1 (stereo not drawn)	-2	17	5	1	0	3	-5	-15	-6	-7
Cc1cc(C)cc(-n2cc(C(=O)O)c(=O)cc2C)c1	-2	5	4	-4	0	-3	1	-31	1	-6
CC(=O)Nc1nonc1-c1nc2ccccc2n1Cc1ccccn1	-1	19	-17	4	2	-1	-3	-27	-5	-6
COc1ccccc1C(=O)NNC(=O)c1cccc(C)c1	2	-139	3	-4	-10	11	0	-29	-2	16

Bioassay records: PubChem BioAssay, several laboratories
